Screens from PubChem BioAssay.
Nrf2 inh = Nrf2 qHTS screen for inhibitors; A549 ARE-Fluc reporter, luciferase luminescence, 18-24 h; Potency, µM (highest dose often 46 µM), without a hit: at the highest dose activity change, negative = inhibition, hits mostly inhibitors; hit rate 2.1% among 360,000; AID 504444, 2011; also: potency is read from the fitted curve at half-maximal effect; % is scaled to controls: 0 for no effect and ±100 for the full control effect; nearly all actives have a fitted effect of over 60% in size
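Two sequential reads on A549 ARE_Fluc cells exposed to compound for 18-24 h: a CellTiter-Fluor fluorescence read for viability, then a luciferase luminescence read for Nrf2/ARE activity.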
IL-2 act = qHTS of IL-2 Activators | IL-2 activation reporter assay, cell-based qHTS; stimulated with anti-CD3/CD4/CD28 beads; in transgenic mouse T cells | activation, % (series mostly up to about 46 µM) | hit rate 0.065% among 360,000 | AID 652025, 2013; in the data active = activation above about 50%; inconclusive = mostly about 30% to 49%; also: 0% is about no effect
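Unstimulated transgenic mouse T cells; 60-min compound exposure; bead-based TCR/CD4/CD28 stimulation; 18 h culture, 37 degrees C; dual fluorescence (EGFP, DsRed) plate cytometry.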
EPAC2 ag = qHTS for Agonist of cAMP-regulated guanine nucleotide exchange factor 4 (EPAC2): primary screen; Rap guanine nucleotide exchange factor 4 (Homo sapiens), Q8WZA2; EPAC2 activation, biochemical qHTS; response scale: 100% = 6.5 mM cAMP response; Potency, µM (series often up to 154 µM), inactives show at the top dose activation, actives largely listed as activators; hit rate 0.079% among 360,000; also: potency is read from the fitted curve at half-maximal effect; nearly all actives have a fitted effect of over 50% in size
Target sequence (Q8WZA2 whole entry, looked up): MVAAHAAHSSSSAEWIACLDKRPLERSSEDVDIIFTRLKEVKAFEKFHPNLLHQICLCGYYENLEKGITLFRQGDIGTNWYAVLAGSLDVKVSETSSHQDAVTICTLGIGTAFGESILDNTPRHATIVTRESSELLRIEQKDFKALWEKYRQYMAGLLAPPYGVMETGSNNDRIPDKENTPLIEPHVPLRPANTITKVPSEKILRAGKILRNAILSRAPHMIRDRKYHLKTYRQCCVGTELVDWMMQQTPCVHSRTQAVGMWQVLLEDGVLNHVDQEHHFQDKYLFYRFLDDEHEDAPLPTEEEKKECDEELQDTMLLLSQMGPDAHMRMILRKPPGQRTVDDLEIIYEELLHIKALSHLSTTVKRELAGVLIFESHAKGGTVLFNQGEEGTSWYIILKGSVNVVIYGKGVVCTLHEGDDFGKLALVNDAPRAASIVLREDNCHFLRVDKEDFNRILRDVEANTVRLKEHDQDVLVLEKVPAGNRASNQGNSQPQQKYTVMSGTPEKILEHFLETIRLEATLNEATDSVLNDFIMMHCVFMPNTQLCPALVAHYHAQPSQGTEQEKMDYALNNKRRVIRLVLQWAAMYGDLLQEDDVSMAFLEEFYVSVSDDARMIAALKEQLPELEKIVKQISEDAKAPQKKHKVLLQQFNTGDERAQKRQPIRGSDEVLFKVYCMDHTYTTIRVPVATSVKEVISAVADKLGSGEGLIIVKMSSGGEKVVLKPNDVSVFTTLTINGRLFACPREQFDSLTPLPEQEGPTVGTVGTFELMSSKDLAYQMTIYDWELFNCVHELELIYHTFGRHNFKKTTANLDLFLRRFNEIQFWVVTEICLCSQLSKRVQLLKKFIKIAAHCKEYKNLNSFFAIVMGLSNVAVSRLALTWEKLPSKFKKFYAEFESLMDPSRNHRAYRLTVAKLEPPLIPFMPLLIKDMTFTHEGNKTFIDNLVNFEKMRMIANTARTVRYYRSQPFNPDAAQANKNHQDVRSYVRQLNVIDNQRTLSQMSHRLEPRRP
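qHTS, titration series. 100 nM EPAC2 / 250 nM Rap1B-BODIPY-GDP / 50 uM GDP; RT; ex 480/em 540 nm, 5-min reads to 30 min. Norm. to 6.5 mM cAMP = activation.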
HepG2 tox = qHTS for Inhibitors of TGF-b: Cytotox Counterscreen; HepG2 CAGA-GFP viability, ATP luminescence, 18 h; Potency, µM (top dose mostly 46.1 µM), for the others: top-dose activity change, negative = cytotoxicity, hits mostly cytotoxic; hit rate 0.76% among 410,000; also: potency is read from the fitted curve at half-maximal effect; some results filed as inactive show a strong effect at the top dose
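HepG2 CAGA-GFP cells (1000/well, DMEM with 1% FBS) received compound, then TGF-beta at 500 pg/mL final, and were incubated 18 hours at 37 degrees C. Viability was read by CellTiter-Glo luminescence. Media-only wells were set as complete cell-killing and DMSO as no toxicity.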
A549 tox = Nrf2 qHTS screen for inhibitors: counterscreen for cytotoxicity. Potency, µM (titrated, usually from 46 µM), without a hit: at the top dose activity change, negative = cytotoxicity, most hits filed as inhibitors. hit rate 0.16% among 390,000. A549 ARE-Fluc cells, CellTiter-Fluor viability, 18-24 h; also: potency is read from the fitted curve at half-maximal effect; % is scaled to controls: 0 for no effect and ±100 for the full control effect
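Cytotoxicity counterscreen: CellTiter-Fluor fluorescence was measured in A549 ARE_Fluc cells after 18-24 h of compound exposure in a concentration series. The subsequent BugLite luminescent read reports ARE-luciferase activity.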
ATXN viability = Viability Counterscreen for Primary qHTS for Inhibitors of ATXN expression; hit rate 0.49% among 400,000; S2 cells (HEK-293 line with an ATXN2-luciferase reporter) viability, CellTiter-Fluor protease fluorescence, 24 h; Potency, µM (highest dose often 56.7 µM), actives largely listed as cytotoxic; AID 651635, 2014; also: potency is read from the fitted curve at half-maximal effect; nearly all actives have a fitted effect of over 40% in size
ATXN2 expr inh = Primary qHTS for Inhibitors of ATXN expression. AID 1745845, 2022. hit rate 0.72% among 360,000. HEK-293 ATXN2-luciferase reporter, luminescence, 24 h. Potency, µM (titrated, usually from 57 µM), for the others: at the top dose activity change, negative = inhibition, most hits filed as inhibitors; also: potency is read from the fitted curve at half-maximal effect; % is scaled to controls: 0 for no effect and ±100 for the full control effect; nearly all actives have a fitted effect of over 55% in size
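ATXN2-luciferase reporter cells (luciferase flanked by upstream and downstream ATXN2 gene portions) were treated 24 h at 37 °C with compounds at up to 57 uM. SteadyGlo luminescence gave expression; GF-AFC fluorescence gave viability.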
Nrf2 activator = qHTS of Nrf2 Activators; AREc32 ARE-luciferase reporter (MCF7-derived line), luminescence, 24 h; Potency, µM (highest dose often 46.1 µM), inactives show at the top dose activation, most hits filed as activators; hit rate 0.31% among 410,000; AID 624171, 2012; also: potency is read from the fitted curve at half-maximal effect; % of control where 0% means no effect; nearly all actives have a fitted effect of over 65% in size
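ARE-driven firefly luciferase activity in AREc32 cells measured after a 24 hr compound exposure at 37 deg C, using Steady-Glo reagent and a 30 min room-temperature hold.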
TGFb inhibitor = qHTS for Inhibitors of TGF-b; hit rate 1.2% among 410,000; Potency, µM (series often up to 46.1 µM), without a hit: at the top dose activity, negative = inhibition, usual class: inhibitors; HepG2 CAGA-GFP TGF-b/SMAD3 reporter, GFP fluorescence, 18 h; TGF-beta stimulated, 500 pg/mL final; also: potency is read from the fitted curve at half-maximal effect; % is scaled to controls: 0 for no effect and ±100 for the full control effect; nearly all actives have a fitted effect of over 65% in size
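TGF-beta reporter screen: HEPG2 CAGA-GFP, 1% FBS, 500 pg/mL TGF-beta final, 18 h; per-cell GFP summed per well; curves fitted and categorized by class.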
Starred values were filed as active, the others as inactive; i = inactive; ? = inconclusive; . = not tested or not shown; [ ] = dose if it differs, or a comment. Unless noted, calls follow the shape of the dose curve; as a rule, active = well fitted curve in the direction sought with a large enough effect; inconclusive = small, poorly fitted or top-dose-only effect, or another doubt; inactive = no such curve, though single readings can be large; an effect the other way counts as inactive or inconclusive.

nr	Molecule	ATXN viability	ATXN2 expr inh	A549 tox	TGFb inhibitor	Nrf2 activator	Nrf2 inh	HepG2 tox	EPAC2 ag	IL-2 act
1	CCCCc1cc(=O)oc2cc(C)c3c(C)coc3c12	i	3%	?	4%	-1.1%	14%	-4%	.	.
2	Cc1cccc(-c2nnc(SCC#N)n2-c2cccc(Cl)c2)c1	i	1%	-1%	5%	-0.3%	-5%	-4%	4%	0.2
3	COc1ccc(CNC(=O)C23CN(Cc4ccccc4)CC2C(c2ccc([N+](=O)[O-])cc2)=NO3)cc1 (stereo not given)	i	-5%	5%	3%	-0.4%	-6%	-6%	15%	-0.3
4	CC1(C)CC2CC(C)(CN2Cc2cccc([N+](=O)[O-])c2)C1 (stereo not given)	?	13%	7%	-14%	0.0%	0%	-32%	14%	0.5
5	CCOC(=O)C1=CCN(S(=O)(=O)c2ccc(C)cc2)C1c1ccccc1 (stereo not given)	?	-20%	.	7%	4.5%	.	-29%	19%	-0.8
6	COc1ccc(CCn2c(SCCN3CCCCC3)nc3ccccc3c2=O)cc1OC	i	.	4%	12%	-3.6%	-3%	-26%	2%	-0.3
7	Cc1ccc(N2CCN(S(=O)(=O)c3ccc(Cl)s3)CC2C)cc1 (stereo not given)	i	-18%	-4%	?	0.1%	13µM*	-2%	0%	-0.9
8	CN(C)CCN(C(=O)c1ccc(S(=O)(=O)N2CCc3ccccc32)cc1)c1nc2ccc(F)cc2s1	i	7%	19%	-4%	-0.3%	1%	-5%	-3%	-0.6
9	C=C1CC[C@@H]2[C@](C)(CO)[C@H](O)CC[C@@]2(C)[C@@H]1C/C=C1/C(=O)OCC1O (stereo not given in full)	?	?	-13%	40%[activator]	?	?	-12%	15%	-0.3
10	C[C@@H]1CN([C@@H](C)CO)C(=O)c2cc(NS(=O)(=O)c3ccc(F)cc3)ccc2O[C@@H](C)CCCCO[C@H]1CN(C)C(=O)NC1CCCCC1	?	-18%	.	0%	2.6%	.	-21%	-7%	-1.4
11	CC(=O)Nc1sc2c(c1-c1nc3ccccc3s1)CN(C(C)C)CC2	i	3.5µM*	-12%	34%[activator]	-2.2%	?	4%	?	-0.1
12	Cc1ccc2c(cnn2C(=O)CCC(=O)NCc2cccc(Br)c2)c1	?	-22%	-20%	4%	-0.2%	-20%	3%	-1%	-0.1
13	CCOC(=O)N1CCN(C(=O)CSc2nc3c(cnn3-c3ccccc3)c(=O)[nH]2)CC1	i	3%	-14%	-2%	-0.4%	?	-1%	14%	-2.9
14	CCOC(=O)CSc1nc2cccnc2n1C	i	-1%	2%	5%	0.0%	2%	22%	17%	-5.4
15	COc1cc(CCC(=O)Nc2c(C(=O)N3CCN(c4ccccc4)CC3)oc3ccccc23)on1	i	-14%	-3%	1%	-0.7%	-2%	-18%	14%	-3.9
16	CCCN(C(=O)Cc1nc(N)n[nH]1)C1(C(=O)Nc2ccccc2C)CCCCC1	i	5%	16%	0%	0.2%	8%	6%	5%	-0.1
17	COCC(=O)N(CCN(C)C)Cc1cc2cc3c(cc2nc1Cl)OCO3	.	-10%	0%	5%	0.0%	20%	-2%	-1%	1.0
18	COc1cc2c(cc1OC)-c1cc(Nc3ccc(C)cc3)nc(=O)n1CC2	i	.	-5%	27%	8.3%	?	0%	-4%	0.6
19	COc1cc(C(CC(=O)NCCC(C)C)N2Cc3ccccc3C2=O)cc(OC)c1OC (stereo not given)	i	-2%	9%	0%	-0.5%	-15%	-18%	.	.
20	CC(C)Oc1ccc(NC(=O)Oc2ccccc2)cc1	i	19%	-3%	-3%	1.4%	5%	-3%	7%	-3.2
21	Cc1ccc(C)c(N2CCN(C(=O)CCS(=O)(=O)c3ccc4c(c3)CC(=O)N4C)CC2)c1	i	-24%	5%	?	2.1%	?	-23%	.	.
22	COc1ccc(C2CCCN2C(=O)Nc2ccc(Cl)cc2)cc1OC (stereo not given)	i	-1%	2%	13%	-1.2%	?	13%	13%	-0.7
23	CCOC(=O)c1csc(NC(=O)CCS(=O)(=O)c2ccc(Cl)cc2)n1	?	.	.	-10%	?	.	-7%	9%	-1.4
24	COc1ccc(NC(=S)Nc2ccc(Oc3ccccc3)cc2)cc1	i	-15%	-1%	-12%	-0.6%	23µM*	-32%	14%	-0.3
25	CC(=O)n1cc([C@H]2C=C(C(=O)N3CCOCC3)O[C@@H](OCCCCO)C2)c2ccccc21	i	4%	1%	-19%	-0.1%	9%	2%	4%	0.6
26	CC(=O)Nc1ccc(C(=O)OCCc2ccccc2)cc1	i	26%	-13%	13%	3.7%	6%	-9%	7%	-0.1
27	Cc1cc(C)n2nc(-c3ccc(Cl)cc3)cc2n1	i	.	8%	-12%	14µM*	?	-75%	0%	1.1
28	CCN(CC)CCCNC(=S)N(Cc1cccnc1)Cc1cc2cc(C)cc(C)c2[nH]c1=O	i	-13%	-6%	10%	3.2%	6%	-14%	7%	0.6
29	NC(=O)N/N=C/c1cn(CC(=O)Nc2ccc(F)cc2)c2ccccc12	i	-10%	-2%	-15%	-0.6%	13%	-8%	-2%	3.1
30	CC(=O)c1ccc(N(CC(=O)NCC2CCCO2)C(=O)CCC(=O)Nc2cc(C)on2)cc1 (stereo not given)	i	-11%	?	-9%	2.6%	3%	0%	12%	2.0

Brought forward from above: 5 compounds, then new ones.
nr	Molecule	ATXN viability	ATXN2 expr inh	A549 tox	TGFb inhibitor	Nrf2 activator	Nrf2 inh	HepG2 tox	EPAC2 ag	IL-2 act
26	CC(=O)Nc1ccc(C(=O)OCCc2ccccc2)cc1	i	26%	-13%	13%	3.7%	6%	-9%	7%	-0.1
27	Cc1cc(C)n2nc(-c3ccc(Cl)cc3)cc2n1	i	.	8%	-12%	14µM*	?	-75%	0%	1.1
28	CCN(CC)CCCNC(=S)N(Cc1cccnc1)Cc1cc2cc(C)cc(C)c2[nH]c1=O	i	-13%	-6%	10%	3.2%	6%	-14%	7%	0.6
29	NC(=O)N/N=C/c1cn(CC(=O)Nc2ccc(F)cc2)c2ccccc12	i	-10%	-2%	-15%	-0.6%	13%	-8%	-2%	3.1
30	CC(=O)c1ccc(N(CC(=O)NCC2CCCO2)C(=O)CCC(=O)Nc2cc(C)on2)cc1 (stereo not given)	i	-11%	?	-9%	2.6%	3%	0%	12%	2.0
31	C[C@H](NC(=O)[C@@H]1CSC2c3ccccc3C(=O)N21)C(=O)NCCc1ccccc1 (stereo not given in full)	i	32%[activator]	-5%	13%	2.2%	?	-1%	1%	1.5
32	Cn1c(O)c(N=NC(=O)c2cccc(S(=O)(=O)N3CCCCC3)c2)c2ccccc21	i	0%	-11%	?	3.4%	?	-16%	18%	0.8
33	COc1ccc(-c2[nH]ncc2CN2CCCO2)cc1F	i	-2%	0%	-3%	3.1%	1%	-13%	1%	-0.7
34	COc1ccc(C(=O)O/N=C(\N)c2ccccc2)cc1OC	i	59%[activator]	?	11%	8.4%	?	-1%	8%	0.4
35	O=C(Cn1c(=O)c2cccn2c2cccnc21)NCc1ccccc1F	.	.	2%	-23%	11%	.	-18%	.	.
36	O=C(N/N=C/c1c[nH]c2ccccc12)c1ccccc1Cl	i	34%	-8%	5%	4.2%	?	3%	2%	-0.9
37	COc1cc(CN2CCC(n3nccc3NC(=O)C3CCOC3)CC2)ccc1F (stereo not given)	i	-3%	0%	-3%	0.2%	-8%	-47%	0%	-4.2
38	O=C(Cc1cccc(C(F)(F)F)c1)NCc1cccc(Cl)c1	i	-9%	0%	0%	-0.5%	3%	-6%	-7%	-0.2
39	CN(C)c1ccc(NC(=O)c2cccc(C(=O)Nc3ccc(N(C)C)cc3)n2)cc1	i	?	?	-3%	-2.2%	-30%	-50%	5%	-4.0
40	Cc1ccccc1OCC(=O)NCCNC(=O)c1ccncc1	i	-1%	3%	-5%	0.3%	11%	-11%	16%	0.2
41	N/C(=N\N=C\c1ccc(O)cc1)c1nonc1N	i	28%	-2%	-3%	-0.1%	?	-30%	-3%	0.1
42	CN1CCN(CC(=O)Nc2c(C#N)cnn2-c2ccccc2)CC1	i	-6%	1%	1%	1.6%	-2%	-19%	6%	-2.2
43	Cc1ccc(C23CC4CC(CC(NC(=O)N5CCN(C)CC5)(C4)C2)C3)cc1	i	-5%	13%	2%	3.9%	.	-12%	0%	0.1
44	CC(C)(C)NC(=O)c1cc(NC(=O)c2cccs2)cc(NC(=O)c2cccs2)c1	i	-21%	2%	?	0.6%	?	-13%	-2%	1.0
45	CCOC(=O)[C@H](O)[C@@H](O)c1cccc([C@H](O)[C@@H](O)C(=O)OCC)c1	i	-2%	5%	0%	-0.4%	-5%	0%	13%	0.0
46	C[C@@H]1COC(=O)[C@@H](CC(=O)OC(C)(C)C)C/C=C\C[C@@H](CC(=O)N[C@H](CO)Cc2ccccc2)C(=O)N1	i	2%	-1%	2%	-0.1%	5%	11%	-3%	-0.2
47	O=C(CNc1cccc([N+](=O)[O-])c1)NCCCc1ccccc1	i	-1%	-1%	-2%	4.1%	-2%	-15%	-10%	6.4
48	C[C@H](CO)N1C[C@H](C)[C@@H](CN(C)CC2CCCCC2)Oc2c(NC(=O)CCC(F)(F)F)cccc2C1=O	i	-6%	-26%	-1%	-0.6%	18µM*	-10%	-11%	-3.9
49	O=C(Cn1ncc2c3ccccc3n(Cc3cccc(Cl)c3)c2c1=O)NCC1CCCO1 (stereo not given)	i	-11%	2%	-1%	-0.1%	?	1%	11%	-2.6
